CendR NRP1 mod = alters CendR peptide binding to human NRP-1. inhibition, % at 25 µM. hit rate 0.85% among 360,000. O14786. AID 602438. FAM-RPARPAR peptide binding to NRP-1, fluorescence polarization;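 active means inhibition or corrected inhibition above about 18%, plus a signal ratio from 0.5 to 1.5, limit read from the data, passing the limit was not always enough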; further: strong numbers were not always called active
NadD inh = inhibitors of Staphylococcus aureus NadD; purified NadD enzyme, colorimetric absorbance read-out; inhibition, % at 20 µM; hit rate 0.78% among 360,000; in the data active means inhibition above about 26%; further: some compounds past the cut are filed as inactive
LMPTP inh = LMPTP (human) inhibition. recombinant LMPTP-A, OMFP fluorogenic substrate, fluorescence intensity. hit rate 0.22% among 360,000. inhibition, % at 20 µM;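 active means compounds that cut the enzyme signal by at least half of the control window in the single-dose screen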;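 further: plate controls were DMSO wells with enzyme plus substrate for no effect and substrate without enzyme for full effect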
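Test system: LMPTP-A, protein tyrosine phosphatase of low molecular weight; Input: 0.625 nM enzyme; Incubation: 50 min dark incubation at room temperature; Signal: endpoint fluorescence intensity from OMFP dephosphorylation; Read-out basis: % inhibition versus control wells.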
SKN-1 inh = inhibitors of C. elegans SKN-1 | C. elegans VP596 Pgst-4::GFP/RFP ratio, acrylamide-induced, 24 h | inhibition, % at 21.8 µM | hit rate 0.49% among 360,000;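 active means interference check ratio from 0.5 to 1.5 plus GFP to RFP signal ratio inhibition reaching or exceeding a fixed threshold, cut at about 30% in these data, passing the limit was not always enough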; further: some compounds called inactive have numbers as strong as hits
TbMetRS inhib = blocks T. brucei methionyl-tRNA synthetase activity; purified T. brucei MetRS, ATP depletion, Kinase-Glo luminescence; inhibition, % at 11.9 µM; hit rate 0.4% among 360,000; AID 624268;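 active means inhibition above a per-plate cutoff of the control wells' mean inhibition plus 3 SD, cut at about 5.5% in these data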;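 further: 0% = DMSO wells median and 100% = median of wells with control inhibitor compound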
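Dosing: 11.9 µM compound single dose, 0.9% DMSO; Assay system: purified T. brucei MetRS enzyme; Measured by: Kinase-Glo luciferase luminescence reporting remaining unconsumed ATP; Schedule: 15 min plus 2 h at 25 °C.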
Scp-1 inhibitor = inhibitors of human Scp-1 phosphatase; Q9GZU7; Recombinant Scp1, phosphopeptide, malachite green phosphate absorbance; inhibition, % at 20 µM; hit rate 0.88% among 340,000; AID 493091;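 active means inhibition above about 50% at 20 µM, limit read from the data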;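 further: plate controls were DMSO wells with enzyme for no effect and wells lacking enzyme for full effect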
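Incubation: 45 min enzyme reaction at room temperature / System: truncated SCP-1 phosphatase (76-261aa) / Reagent: Phospho 17-mer peptide substrate / Buffer or medium: Acidic Tris acetate buffer with magnesium and detergent / Signal: absorbance at 630 nm / Doses: one concentration, 20 µM, with 1.0% DMSO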
Neddyl block = blocks human cullin neddylation; TR-FRET cullin neddylation, biochemical; calls only at 25 µM; hit rate 0.58% among 360,000; in the data active means inhibition above about 36%
DNMT1 block = blocks human DNA methyltransferase DNMT1; inhibition (reported as % activation of signal), % at 10 µM; P26358; hit rate 0.83% among 360,000; AID 588458; DNMT1 molecular beacon, Hinp1I cleavage, fluorescence; in the data active means inhibition above about 50%
Target sequence (P26358 504-1616 limits assumed): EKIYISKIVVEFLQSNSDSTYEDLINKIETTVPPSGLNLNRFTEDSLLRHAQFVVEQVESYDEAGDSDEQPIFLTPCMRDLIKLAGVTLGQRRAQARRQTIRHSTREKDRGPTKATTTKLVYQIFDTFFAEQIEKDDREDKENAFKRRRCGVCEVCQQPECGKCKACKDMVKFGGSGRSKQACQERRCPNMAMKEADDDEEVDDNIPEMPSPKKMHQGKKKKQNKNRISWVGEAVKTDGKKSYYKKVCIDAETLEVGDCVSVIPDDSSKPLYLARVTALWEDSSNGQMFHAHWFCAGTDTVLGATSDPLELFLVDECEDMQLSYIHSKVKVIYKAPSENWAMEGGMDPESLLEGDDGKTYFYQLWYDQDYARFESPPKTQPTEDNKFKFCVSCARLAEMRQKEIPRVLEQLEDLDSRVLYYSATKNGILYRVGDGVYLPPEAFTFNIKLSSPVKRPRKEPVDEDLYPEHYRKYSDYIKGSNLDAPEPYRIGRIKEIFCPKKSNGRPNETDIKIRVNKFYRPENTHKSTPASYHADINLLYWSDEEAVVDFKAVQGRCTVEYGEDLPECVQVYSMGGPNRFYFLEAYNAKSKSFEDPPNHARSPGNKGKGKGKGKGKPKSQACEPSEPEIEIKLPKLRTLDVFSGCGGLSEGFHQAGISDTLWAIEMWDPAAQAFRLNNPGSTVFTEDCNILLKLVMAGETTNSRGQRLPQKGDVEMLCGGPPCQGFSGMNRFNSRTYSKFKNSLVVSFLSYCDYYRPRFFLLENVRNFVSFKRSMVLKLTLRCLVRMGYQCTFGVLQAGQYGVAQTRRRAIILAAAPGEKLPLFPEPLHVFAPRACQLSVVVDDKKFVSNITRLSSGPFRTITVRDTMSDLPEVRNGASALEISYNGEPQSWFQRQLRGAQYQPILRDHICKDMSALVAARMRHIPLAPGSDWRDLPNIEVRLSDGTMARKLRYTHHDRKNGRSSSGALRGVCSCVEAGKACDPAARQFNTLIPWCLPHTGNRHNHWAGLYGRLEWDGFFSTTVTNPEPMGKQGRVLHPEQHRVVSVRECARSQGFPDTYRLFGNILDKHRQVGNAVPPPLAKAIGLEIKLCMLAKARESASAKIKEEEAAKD
STEP inh = STEP (human) phosphatase inhibition; recombinant STEP, OMFP fluorogenic substrate, fluorescence; inhibition, % at 20 µM; hit rate 0.25% among 360,000; AID 588621;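 active means inhibition at 20 µM, scaled per plate between control wells, above about 37%, limit read from the data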;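 further: 0% = DMSO with enzyme and substrate and 100% = substrate only without enzyme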
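Assay system: isolated STEP enzyme. Buffer or medium: pH 6.0 Bis-Tris with DTT and Tween 20. Also added: fluorogenic phosphatase substrate OMFP at 25 µM final. Dosing: 20 µM, 1% DMSO. Timing: 20 min reaction, room temperature, in the dark. Measured by: fluorescence intensity, excitation 480 nm, emission 540 nm. Evaluation: normalized % inhibition.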
SUMO1-SIM PPI = modulators of human SUMO1-mediated protein-protein interactions; inhibition, % at 20 µM; hit rate 0.33% among 360,000; AID 602429; SUMO1 binding to a labelled peptide, TR-FRET, 1 h; P63165; in the data active means inhibition above about 37%
An asterisk follows results filed as active; i = inactive; / = no result given.

1. O=C(O)c1cc(-c2ccc(/C=N/N3C(=O)C4C5C=CC(CC5)C4C3=O)o2)ccc1Cl (stereo unspecified)
2. CCOc1ccc(S(=O)(=O)NCCC(=O)NCC(c2ccc(OC)cc2)N2CCOCC2)cc1 (stereo unspecified)
3. COc1ccc(Oc2ccc(C(F)(F)F)cc2NC(=O)c2ccc(F)cc2)cc1
4. O=S(=O)(NCCc1ccncc1)c1ccc(F)cc1
5. Cc1cc(NC(=O)C(C)SCC(=O)NCc2ccc(F)cc2)no1 (stereo unspecified)
6. CC1CCN(Cc2ccc(NC(=O)C3CCN(c4nnc(-n5cccc5)s4)CC3)cc2)CC1
7. COc1ccccc1N1CCN(C(=O)c2coc(=O)c(Br)c2)CC1
8. COc1cc(/C=N/NC(=O)c2cccnc2)ccc1OS(=O)(=O)c1ccc(F)cc1
9. COc1ccccc1-c1c(C)oc2c(CN3CCOCC3)c(O)ccc2c1=O
10. CCOC(=O)c1[nH]c2ccccc2c1NC(=O)NC1CCCCC1
compound no.	1	2	3	4	5	6	7	8	9	10
CendR NRP1 mod	-22	12	-4	3	7	-10	-16	-6	-6	0
NadD inh	1	6	0	-6	-4	19	-3	-5	-13	3
LMPTP inh	0.2	-12	5.1	-2.1	0.9	32	-1.2	-0.1	0.1	-1.2
SKN-1 inh	-5	-5	-3	-7	1	12	-7	0	-2	-1
TbMetRS inhib	-0.7	-0.3	-0.2	-0.7	-0.7	-0.5	-0.5	-0.5	-1.5	-0.9
Scp-1 inhibitor	23	/	-14	-3	2	2	-1	-8	2	-12
Neddyl block	i	i	i	i	i	i	/	i	/	i
DNMT1 block	8	-19	1	2	2	3	8	0	0	3
STEP inh	9	-1	2	-4	0	2	2	-3	-1	-1
SUMO1-SIM PPI	-11	-49	-2	12	7	8	-6	-5	3	-7

11. COc1cc(/C=C/C(=O)O)cc(S(=O)(=O)NC2CC2)c1OC
12. Nc1c(Cl)cc(C2=NCCn3nc4cc(C(F)(F)F)ccc4c32)cc1Cl
13. CCCc1cc(=O)oc2cc(C)cc(OCC(=O)NCCCN3CCCC3=O)c12
14. CCn1ncc([C@@H]2C[C@H]3CN(Cc4ccccc4C)C(=O)[C@]34CCCN24)c1C
15. CCn1nnnc1SCC(=O)Nc1cc(C)on1
16. Cc1cc(C)n(-c2nc3ccccc3c(=O)n2OCc2ccc(Cl)cc2)n1
17. c1ccc(CCCc2nc(-c3ccccn3)no2)cc1
18. Clc1ccc2c(NCc3ccccn3)ccnc2c1
19. CC1CCCN(C(=O)CN(c2ccccc2)S(=O)(=O)c2ccc(F)cc2)C1 (stereo unspecified)
20. CCc1ccc(Oc2ncnc(N)c2[N+](=O)[O-])cc1
compound no.	11	12	13	14	15	16	17	18	19	20
CendR NRP1 mod	9	10	5	-9	-8	15	12	2	4	17
NadD inh	0	-4	3	3	-4	-1	-1	-4	1	6
LMPTP inh	-0.5	2.8	-0.9	-0.2	-1.2	0.1	0.0	1.1	-0.3	-0.4
SKN-1 inh	12	17	7	7	-28	18	13	-1	0	2
TbMetRS inhib	0.4	-0.5	-0.3	0.6	-0.9	-0.7	-0.4	1.6	-0.1	-0.3
Scp-1 inhibitor	-2	0	-3	-8	1	20	1	2	-2	-1
Neddyl block	i	i	/	i	i	i	i	i	i	i
DNMT1 block	-2	1	2	-3	2	-7	3	0	2	3
STEP inh	0	0	-1	-1	0	1	-4	-1	-1	0
SUMO1-SIM PPI	-2	-7	4	-1	0	-1	-2	-2	-2	-24

21. CCOc1ccc(NC(C(=O)Nc2cccc(C(C)=O)c2)c2ccccc2)cc1 (stereo unspecified)
22. COc1ccc(-c2cnc3c(NC=O)cc(-c4ccc(S(C)(=O)=O)cc4)cn23)cc1OC
23. CC1Cc2cc(S(=O)(=O)N3CCN(c4ccccc4)CC3)ccc2N1C(=O)C1CC1 (stereo unspecified)
24. COC(=O)N1C(=O)[C@@](c2ccccc2)(C(C)C)N1C(=O)OC
25. Cc1nnsc1C(=O)Nc1ccc(S(=O)(=O)N2CCC(C)CC2)cc1
26. COc1ccc(NC(=O)COC(=O)/C=C/c2ccc(OC)c(S(=O)(=O)N3CCOCC3)c2)cc1
27. Cc1ccc(S(=O)(=O)N2CCN(C(=O)COC(=O)c3ccc(C(C)(C)C)cc3)CC2)c(C)c1
28. Cc1cc2nc(-c3ccc[nH]c3=O)n(Cc3ccccc3F)c2cc1C
29. O=C(CCNC(=O)c1ccco1)Nc1ccc(F)c(Cl)c1
30. C=CCN(C(=O)c1csnn1)C(C(=O)NCc1ccc(F)cc1)c1ccc(F)cc1 (stereo unspecified)
compound no.	21	22	23	24	25	26	27	28	29	30
CendR NRP1 mod	-12	0	1	1	4	16	5	11	-8	0
NadD inh	0	-1	5	1	-12	0	-9	-8	-6	-1
LMPTP inh	1.3	-1.8	4.1	-1.1	-0.9	-1.8	4.6	-1.7	0.1	0.0
SKN-1 inh	7	3	9	-19	-8	5	-1	22	-17	15
TbMetRS inhib	-0.3	0.5	-0.1	-0.2	-0.5	-0.2	-0.3	-0.8	0.0	0.2
Scp-1 inhibitor	-1	/	-7	-8	-2	12	-14	-12	-1	-7
Neddyl block	i	i	i	i	i	i	i	/	i	i
DNMT1 block	-27	-2	3	2	0	-4	-3	-1	0	2
STEP inh	0	-1	0	-2	-2	-3	0	0	-2	1
SUMO1-SIM PPI	0	-23	-5	0	15	-12	-4	3	2	7

5 records drawn at random from the list so far, as already listed:
27. Cc1ccc(S(=O)(=O)N2CCN(C(=O)COC(=O)c3ccc(C(C)(C)C)cc3)CC2)c(C)c1
30. C=CCN(C(=O)c1csnn1)C(C(=O)NCc1ccc(F)cc1)c1ccc(F)cc1 (stereo unspecified)
21. CCOc1ccc(NC(C(=O)Nc2cccc(C(C)=O)c2)c2ccccc2)cc1 (stereo unspecified)
25. Cc1nnsc1C(=O)Nc1ccc(S(=O)(=O)N2CCC(C)CC2)cc1
29. O=C(CCNC(=O)c1ccco1)Nc1ccc(F)c(Cl)c1
compound no.	27	30	21	25	29
CendR NRP1 mod	5	0	-12	4	-8
NadD inh	-9	-1	0	-12	-6
LMPTP inh	4.6	0.0	1.3	-0.9	0.1
SKN-1 inh	-1	15	7	-8	-17
TbMetRS inhib	-0.3	0.2	-0.3	-0.5	0.0
Scp-1 inhibitor	-14	-7	-1	-2	-1
Neddyl block	i	i	i	i	i
DNMT1 block	-3	2	-27	0	0
STEP inh	0	1	0	-2	-2
SUMO1-SIM PPI	-4	7	0	15	2

(next part)
31. CC1(C(=O)NS(=O)(=O)Cc2ccccc2)CCN1C(=O)Cc1ccccc1 (stereo unspecified)
32. COc1ccc(NC(=O)CSc2nc3c(c(=O)n(C)c(=O)n3C)n2C)c(OC)c1
33. O=C1[C@@H]2CSCN2C(=O)CN1Cc1ccc(F)cc1
34. CN1C(=O)C2(c3ccccc31)N(C)CC(c1ccccc1)C21SC(=S)N(Cc2ccco2)C1=O (stereo unspecified)
35. COc1cc(C2C3=C(CC(c4ccco4)CC3=O)Nc3ccccc3N2C(C)=O)cc(OC)c1OC (stereo unspecified)
36. Cc1cc(C)c2c(-n3cccc3)c(C(=O)NNS(=O)(=O)c3ccc(Cl)cc3)sc2n1
37. O=C(COC(=O)c1cc(-c2cccs2)nn1-c1ccccc1)Nc1cc([N+](=O)[O-])ccc1Cl
38. COc1cc2nc(NC(=O)c3ccccc3)[nH]c(=O)c2cc1OC
39. O=C1NC[C@H](CCCCN2C[C@H](Cc3ccccc3)N(CCC3CCCCC3)C(=O)C2=O)N(CC2CCCCC2)C1=O
40. Cc1cccc(C(=O)NN(C)c2nc(-c3ccccc3)nnc2C(F)(F)F)c1
compound no.	31	32	33	34	35	36	37	38	39	40
CendR NRP1 mod	-5	-11	-4	9	0	-6	-10	-10	-10	4
NadD inh	-3	-6	-9	5	0	21	5	1	15	-1
LMPTP inh	-1.9	-2.1	-1.4	2.4	-0.3	2.6	2.4	1.2	1.8	0.0
SKN-1 inh	1	10	-5	-17	9	9	3	17	4	-27
TbMetRS inhib	0.1	-0.7	0.4	-0.5	-1.1	0.0	-0.2	-0.4	-0.4	-0.7
Scp-1 inhibitor	/	12	-7	-1	0	-9	-16	-3	/	0
Neddyl block	i	i	i	i	i	i	i	i	i	i
DNMT1 block	7	2	2	-7	-9	-1	-2	1	/	2
STEP inh	2	-1	4	1	1	-2	4	-3	/	2
SUMO1-SIM PPI	11	-1	0	0	-1	-4	-3	5	3	0

41. Cc1nnn(-c2nonc2N)c1C(=O)NNC(=O)c1ccc(Cl)c(Cl)c1
42. CC1CCC(NC(=O)CCn2ccc3cc(S(=O)(=O)N4CCCC4)ccc32)CC1 (stereo unspecified)
43. CC(C)(C)c1csc(NC2=NS(=O)(=O)c3ccccc32)n1
44. CCN1CCN(CCCNC(=O)C2CCN(c3nnc(-n4c(C)ccc4C)s3)CC2)CC1
45. CCOC(=O)C1CCN(c2cc(C)nc3cc(-c4cccc(F)c4)nn23)CC1
46. COc1ccc(C(C[N+](=O)[O-])c2c(-c3ccccc3)cc3ccccn23)cc1OC (stereo unspecified)
47. O=C(CNC(=O)c1cccs1)OCC(=O)c1ccc([N+](=O)[O-])cc1
48. CNC(=O)NC(=S)NC(=O)c1ccc(OC)cc1
49. Fc1cccc(CNc2ncnc3cc(Cl)ccc23)c1F
50. Cc1ccc(S(=O)(=O)N2CCCCC2CCNC(=O)C(=O)NCc2cccnc2)cc1 (stereo unspecified)
51. CCOC(=O)C1=C(C)N=c2s/c(=C/c3cccc([N+](=O)[O-])c3O)c(=O)n2C1c1ccc(OC)cc1OC (stereo unspecified)
compound no.	41	42	43	44	45	46	47	48	49	50	51
CendR NRP1 mod	7	7	11	-8	-9	-8	8	-9	10	0	0
NadD inh	3	-3	5	-1	-3	-2	-2	0	-4	1	36*
LMPTP inh	-0.1	0.3	0.3	-8.2	3.3	-3.4	-0.8	-0.5	0.8	-1.4	-0.3
SKN-1 inh	4	-5	1	-3	10	-8	-14	-4	14	9	-12
TbMetRS inhib	0.9	-0.9	-0.6	0.0	-0.5	-0.7	0.7	-0.3	4.8	-0.3	-0.5
Scp-1 inhibitor	-5	1	0	-8	0	-9	-1	-4	-8	0	-2
Neddyl block	i	i	i	i	/	i	i	i	i	i	i
DNMT1 block	3	2	3	0	-3	-7	-10	2	-2	-4	-7
STEP inh	-2	-1	0	-3	3	-2	-3	7	-1	0	6
SUMO1-SIM PPI	4	9	-1	-29	-1	-9	-24	5	0	1	3

Assay outcomes as filed in PubChem BioAssay.
